Screening results as filed in PubChem.
BoNT-A LC inh2 = blocks Botulinum neurotoxin A light chain protease; multiplex microsphere protease substrate cleavage, flow cytometry; inhibition, % at 10 µM; hit rate 0.17% among 360,000; note: plate controls were buffer without enzyme for full effect and enzyme alone for no effect
Anthrax LF prot = inhibitors of Bacillus anthracis lethal factor protease | P15917 | multiplex microsphere protease cleavage assay, LF | inhibition, % at 10 µM | hit rate 0.12% among 360,000 | AID 588501; note: plate controls were buffer without enzyme for full effect and enzyme alone for no effect
Target sequence (P15917 whole entry, looked up): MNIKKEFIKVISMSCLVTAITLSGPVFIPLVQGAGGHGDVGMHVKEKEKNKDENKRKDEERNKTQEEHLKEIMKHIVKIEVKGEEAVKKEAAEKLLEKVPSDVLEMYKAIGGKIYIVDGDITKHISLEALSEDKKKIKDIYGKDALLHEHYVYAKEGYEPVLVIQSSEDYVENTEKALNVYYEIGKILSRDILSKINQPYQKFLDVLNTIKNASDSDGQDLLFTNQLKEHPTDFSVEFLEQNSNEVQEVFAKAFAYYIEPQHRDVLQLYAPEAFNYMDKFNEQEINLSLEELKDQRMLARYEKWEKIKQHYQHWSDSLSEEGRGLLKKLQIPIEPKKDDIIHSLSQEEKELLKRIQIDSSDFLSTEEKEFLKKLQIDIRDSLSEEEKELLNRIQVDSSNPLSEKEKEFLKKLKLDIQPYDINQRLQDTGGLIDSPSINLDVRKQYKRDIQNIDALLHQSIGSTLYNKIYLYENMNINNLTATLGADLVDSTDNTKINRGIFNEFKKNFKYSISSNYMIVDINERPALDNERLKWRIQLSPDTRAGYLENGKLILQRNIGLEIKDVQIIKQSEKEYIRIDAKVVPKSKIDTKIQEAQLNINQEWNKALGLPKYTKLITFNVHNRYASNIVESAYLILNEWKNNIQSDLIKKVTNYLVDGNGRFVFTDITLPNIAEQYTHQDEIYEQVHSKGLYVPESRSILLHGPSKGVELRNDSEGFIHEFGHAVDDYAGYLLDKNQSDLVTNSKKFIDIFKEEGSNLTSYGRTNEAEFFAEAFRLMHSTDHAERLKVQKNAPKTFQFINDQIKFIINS
SSB-PriA inh = blocks PriA binding to SSB C-terminal tail | AlphaScreen SSBct-PriA binding, biotinylated peptide | inhibition, % at 33 µM | hit rate 0.6% among 430,000; in the data active = inhibition mostly above about 37%, no sharp cut-off; inactive = mostly below about 20%;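 note: plate controls were negative control peptide for no effect and reference peptide for full effect; strong numbers were not always called active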
DUSP3 inh = inhibitors of human VHR1 phosphatase (DUSP3). inhibition, % at 13.3 µM. recombinant VHR phosphatase, pNPP absorbance. AID 1654. P51452. hit rate 0.52% among 290,000; in the data active = inhibition above about 50%; note: some compounds called inactive have numbers as strong as hits
Target sequence (P51452 whole entry, looked up): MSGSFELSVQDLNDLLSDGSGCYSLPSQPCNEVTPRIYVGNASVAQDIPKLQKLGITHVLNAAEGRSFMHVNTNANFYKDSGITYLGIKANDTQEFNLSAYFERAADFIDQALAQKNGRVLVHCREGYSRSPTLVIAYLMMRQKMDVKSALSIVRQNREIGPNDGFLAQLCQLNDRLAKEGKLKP
TcdB inh = TcdB glycohydrolase inhibition. P18177. TcdB glycohydrolase enzymatic assay, plate reader. inhibition, % at 9.99 µM. hit rate 0.24% among 350,000. AID 652162; in the data active = inhibition above about 10%
PfHsp40 yeast = compounds rescuing yeast from Plasmodium falciparum HSP40 toxicity | hit rate 0.68% among 340,000 | S. cerevisiae expressing PfHsp40, growth rescue, ATP luminescence | AID 504582 | growth rescue, % at 12.5 µM; in the data active = growth rescue above about 28%, passing the limit was not always enough; inconclusive = no clear call, values can overlap the other calls;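 note: yeast W303a lacking pdr1 and pdr3 grown in galactose medium; growth measured after three days at 30 °C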
Y pestis TopoI = inhibitors of Yersinia pestis topoisomerase I | activity, % at 10 µM | Y. pestis Topo-I cleavage product accumulation, plate reader | hit rate 0.064% among 360,000; in the data active = activity above about 50%, passing the limit was not always enough; inconclusive = no clear call, values can overlap the other calls; note: inactives centre near 2
Vc quorum ag = induces V. cholerae light production without autoinducers; V. cholerae BH1578 lux reporter, luminescence, 6 h; activation, % at 18.7 µM; hit rate 0.16% among 350,000; AID 588436; in the data active = activation mostly above about 9.7%, no sharp cut-off; inconclusive = no clear call, values can overlap the other calls; inactive = mostly below about 3.7%; note: not every result past the cut was called active; inactives centre near 0; reference of the scale not given here
SARS 3CLpro inh = SARS-CoV 3CLpro protease inhibition; P0C6X7; recombinant SARS-CoV 3CLpro, quenched FRET peptide cleavage; inhibition, % at 6 µM; hit rate 0.14% among 290,000; AID 1706; in the data active = inhibition above about 12%
CCHF vOTU inh = CCHFV vOTU protease inhibition; inhibition, % at 11.5 µM; hit rate 0.55% among 370,000; Pep-AMC fluorescence; in the data active = inhibition above about 30%; note: 0% = vehicle wells with enzyme and 100% = no enzyme wells
Starred values were filed as active, the others as inactive; i = inactive; ? = inconclusive; · = not tested or not shown; & = joins results of further samples. Cut-off read from the data, not from the text of the source, unless noted: active = inhibition above about 30%; inconclusive = no clear call, values can overlap the other calls; inactive = below that.

Screens in order: BoNT-A LC inh2, Anthrax LF prot, SSB-PriA inh, DUSP3 inh, TcdB inh, PfHsp40 yeast, Y pestis TopoI, Vc quorum ag, SARS 3CLpro inh, CCHF vOTU inh
O=C(NNC(=S)NC(=O)c1ccc(Br)cc1)c1cccc([N+](=O)[O-])c1
    -2.0, -6, -5, 22, 1.1, 3.3, 3, 1.4, 4, 8
CCC(C)(C)NC(=O)C(c1ccncc1)N(C(=O)c1sc(C)nc1C)c1ccc(F)cc1 (stereo not drawn)
    -1.0, -8, -9, -13, 1.2, 0.1, -2, -0.1, 0, -1
Cc1ccc(C(=O)COC(=O)c2n[nH]c(=O)c3ccccc23)cc1
    -0.2, -2, -15, 17, ·, 1.4, 20, -0.1, 2, 13
NC(=O)CSc1nc2ccccc2nc1SCC(N)=O
    0.1, 1, -1, -3, -1.1, 0.8, -5, 2.0, -3, -1
CC(=O)c1ccc(NC(=O)CCCN2C(=O)/C(=C/C(C)=C/c3ccccc3)SC2=S)cc1
    13, 7, 2, 8, -1.9, 0.3, 15, -0.7, 2, 7
CCN1CCc2nc(NC(=O)c3ccc4c(c3)OCCO4)sc2C1
    0.4, -8, -8, 32, ·, 1.5, 1, -0.3, 4, -3
NC(=O)c1ccc(NS(=O)(=O)c2ccc(Br)s2)cc1
    -1.8, 5, -8, ·, 1.8, 0.9, -4, -3.1, ·, 12
Cn1c(CNC(=O)C(Cc2ccccc2)NC(=O)c2ccccc2)cc(=O)n(C)c1=O (stereo not drawn)
    -0.1, 1, -4, -31, -0.6, 3.2, -1, i, -3, 8
CC1CC(c2ccccc2)n2nc(NC(=O)CCc3ccccc3)nc2N1 (stereo not drawn)
    0.1, 0, -12, 36, ·, 0.3, 3, i, 0, 4
Cc1oc(S(=O)(=O)N2CCOCC2)cc1C(=O)Nc1ccc(F)cc1
    ?, -3, -5, 22, 0.8, -2.1, -3, i, 1, 3
CC(C)(C)c1ccc(C(=O)N2CCCN(c3ccc([N+](=O)[O-])cn3)CC2)cc1
    -2.2, -8, -7, -3, 0.4, 1.0, 12, -0.2, -2, 8
COc1ccc(S(=O)(=O)N(C)C)cc1NC(=O)C1CCN(c2ncnc3sc(C)c(C)c23)CC1
    0.3, 5, 3, ·, 5.0, -0.7, 0, 3.2, ·, -3
CCN1CCCC1CNC(=O)CCNC(=O)c1cc(OC)c(OC)c(OC)c1 (stereo not drawn)
    0.5, -6, -3, 3, ·, -1.7, -6, -6.2, 3, -13
CC(C)CC(=O)NC(=S)Nc1nc(-c2cccc3ccccc23)cs1
    3.4, -7, 0, 30, ·, -2.0, -7, 0.4, 3, 23
COc1cc(/C=N/n2cnnc2)ccc1OCC(=O)N1CCOCC1
    0.2, 0, ·, -3, 1.0, -0.2, -3, -1.7, 0, -2
O=C(N/N=C/c1ccccc1O)NC12CC3CC(CC(C3)C1)C2
    0.8, 0, ·, -3, 2.4, -1.6, 20, -5.6, 8, -2
COc1ccc(-c2sc3ccc(N4CCOCC4)cc3c2C#CCCO)cc1
    -0.2, 2, -7, ·, 0.3, 21, -14, -0.9, ·, 1
COc1ccccc1C(=O)Nc1nnc([C@@H]2C[C@H](O)[C@@H](CO)O2)s1
    -0.5, -3, ·, ·, 1.2, ·, 8, -0.3, ·, 16
COC(=O)c1sccc1NC(=O)CC1C(=O)NCCN1C(=O)Nc1ccccc1 (stereo not drawn)
    -0.4, -1, -7, -14, 0.8, -0.7, -4, -0.5, 0, 1
Nc1nc(SCCO)[nH]c(=O)c1NC(=O)c1ccc(Br)o1
    1.2, -2, -7&8, -9, 0.4, -0.3, -5, -0.2, 3, -5
Cc1nnc2sc(-c3ccc(-c4ccc(Cl)c(C(F)(F)F)c4)o3)nn12
    0.0, 1, -1, 21, ·, 0.5, -3, i, ·, 0
O=C(COC(=O)CNC(=O)c1ccc(F)cc1)Nc1cccc(S(=O)(=O)N2CCCC2)c1
    0.7, 3, -4, 4, 0.3, 1.6, 8, i, 0, 6
O=C(OCC#CCSc1nnc(-c2ccccc2)o1)c1cccs1
    -1.8, -3, -44, 11, ·, 3.0, 47, -0.2, 1, 11
CC(C)(C)c1ccc(S(=O)(=O)N2CCN(CC(O)COCC3CCCO3)CC2)cc1 (stereo not drawn)
    3.0, 5, 0, ·, 0.7, -0.9, 19, -5.7, ·, 14
Cc1ccc[n+](C(C)C(=O)c2ccc(Cl)cc2)c1 (stereo not drawn)
    2.3, -2, -5, 8, 1.0, 0.8, -1, -0.3, -2, -9
CC(Nc1nc(=S)nc(Nc2ccc(F)cc2)[nH]1)c1ccccc1 (stereo not drawn)
    -3.6, -13, 1, 31, 0.3, -1.0, -1, -0.5, 6, 2
O=C(Cn1cc([N+](=O)[O-])cn1)NCC1CCCO1 (stereo not drawn)
    0.4, 0, -8, 0, -0.1, 0.5, 1, i, -1, -4
CCc1nn(C(CC)C(=O)NCCCc2ccccc2)c(=O)c2cc3occc3n12 (stereo not drawn)
    0.2, -3, 3, -8, 0.1, -0.5, 2, i, 8, 7
COc1ccc(-n2nc(C(=O)NCC(=O)NC3CCCC(C)C3C)c3ccccc3c2=O)cc1 (stereo not drawn)
    -3.1, -1, -2, 12, -0.1, 0.1, 10, -0.6, 1, 5
O=C(NCc1cccs1)C(=O)c1cn(CC(=O)N2CCOCC2)c2ccccc12
    0.6, 9, 5&-9, 32, -0.4, 0.3, 4, 0.7, 2, -12
Cc1ccc2nc(SCC(=O)NCc3ccco3)nc(=O)n2c1
    -20, -11, -1, ·, -0.7, -1.7, -13, 0.7, ·, 8
CC1(C)CC2CC(C)(CN2C(=S)NC(=O)c2ccccc2Cl)C1 (stereo not drawn)
    0.2, -3, -3, 26, 0.8, 4.3, -1, -0.4, 3, 5
C[C@H](CO)N1C[C@H](C)[C@@H](CN(C)S(=O)(=O)c2ccccc2)Oc2ccc(NC(=O)Nc3ccc(C(F)(F)F)cc3)cc2C1=O
    -0.5, 2, -6, ·, -0.1&1.1, -0.4, 11, i, ·, 14
COCCCN1C(=O)c2ccc(C(=O)OCC(=O)N3CCN(c4ccccc4)CC3)cc2C1=O
    5.0, -4, -1, ·, 0.7, 2.0, 16, -5.6, ·, 2
COc1cc(CN2CCN(Cc3ccc(C)cc3)CC2)c([N+](=O)[O-])cc1OC
    -0.2, -2, -7, 13, 0.3, 0.7, 4, i, 0, -12
CCCC(=O)N1CCCC(c2cc(C(=O)Nc3ccc4c(c3)OCO4)no2)C1 (stereo not drawn)
    -0.4, 3, ·, ·, 0.5, ·, 7, i, ·, 7
CCOc1ccc(-c2nnc(SCC(=O)N3CCOCC3)o2)cc1
    -0.3, 0, -5, 7, ·, -0.2, -3, -0.4, -2, 5
O=C(O)CSc1nc2ccc(Br)cc2[nH]1
    0.0, -2, -16, ·, -0.3, 2.8, 1, ·, ·, 3
Cc1cnc(C(=O)OC(C)C(=O)c2c(C)[nH]c3ccccc23)cn1 (stereo not drawn)
    ·, ·, 3, ·, 1.1, 0.7, 3, i, ·, -6
COc1ccc(OC)c(/C=C/C(=O)OCC(=O)Nc2ccc(Cl)c(S(=O)(=O)N(C)C)c2)c1
    -1.0, 0, 1, 4, 0.3, 2.0, -5, 0.2, 1, -31

(listing goes on)
SMILES	BoNT-A LC inh2	Anthrax LF prot	SSB-PriA inh	DUSP3 inh	TcdB inh	PfHsp40 yeast	Y pestis TopoI	Vc quorum ag	SARS 3CLpro inh	CCHF vOTU inh
CSc1cccc(NC(=O)N2CCN(C)CC2)c1	-2.7	-13	2	48	0.1	-1.1	-4	i	-3	-9
CCN(CC(=O)Nc1ccccc1C(F)(F)F)C(=O)CCSc1ccc(F)cc1	-0.6	-3	-17	·	-3.0	0.0	13	-1.8	·	9
CCOc1ccc(S(=O)(=O)Nc2cccc(C(=O)NCCCN3CCCC3=O)c2)cc1	-0.2	-3	3	·	1.1	0.2	3	-0.2	·	-4
CCN(CC)C(=O)C(=O)c1cn(CC(=O)NCC2CCCO2)c2ccccc12 (stereo not drawn)	-0.2	-2	-4	17	-0.4	0.0	-1	-1.6	-2	-2
COc1cc2ncc(S(=O)(=O)c3ccccc3)c(N3CCCC(C)C3)c2cc1OC (stereo not drawn)	0.2	-13	-3	17	-1.8	-0.7	3	-0.6	-4	6
COc1ccc(-c2cc(C(F)(F)F)nc(NCc3ccco3)n2)cc1OC	-0.7	-6	-18	31	·	1.9	24	-0.4	2	·
C/C(=N\NC(=O)C1CC1)c1ccc(C)c(C)c1	0.3	2	·	23	7.4	-1.6	-8	2.5	2	-10
COc1ccc(Br)cc1CNC(=O)C1CCC(=O)N1C(C)C (stereo not drawn)	-0.8	3	-6	·	-5.4	-1.8	-2	-0.4	-6	1
Cc1noc(C)c1S(=O)(=O)N(C)C[C@H]1OCCCC[C@@H](C)Oc2ccc(NC(=O)CCCN(C)C)cc2C(=O)N([C@H](C)CO)C[C@@H]1C	-0.2	7	·	·	0.7&-1.4	·	7	i	·	-8
CCSc1c(-c2ccccc2)nc2c(C)cccc2c1C(=O)O	0.2	2	-9	37	·	0.0	2	i	1	12
Oc1ccc(Cl)cc1Cc1ccccc1	-1.1	-8	-18	·	-0.2	6.8	2	i	·	-1
CCOc1ccc(-n2c(SCC(N)=O)nc3sc4c(c3c2=O)CCN(C)C4)cc1	3.2	-4	-1	10	7.7	0.0	2	0.6	2	9

Reprinted at random: 5 compounds from above, in no set order.
SMILES	BoNT-A LC inh2	Anthrax LF prot	SSB-PriA inh	DUSP3 inh	TcdB inh	PfHsp40 yeast	Y pestis TopoI	Vc quorum ag	SARS 3CLpro inh	CCHF vOTU inh
Cc1noc(C)c1S(=O)(=O)N(C)C[C@H]1OCCCC[C@@H](C)Oc2ccc(NC(=O)CCCN(C)C)cc2C(=O)N([C@H](C)CO)C[C@@H]1C	-0.2	7	·	·	0.7&-1.4	·	7	i	·	-8
CCOc1ccc(-n2c(SCC(N)=O)nc3sc4c(c3c2=O)CCN(C)C4)cc1	3.2	-4	-1	10	7.7	0.0	2	0.6	2	9
CCN(CC)C(=O)C(=O)c1cn(CC(=O)NCC2CCCO2)c2ccccc12 (stereo not drawn)	-0.2	-2	-4	17	-0.4	0.0	-1	-1.6	-2	-2
C/C(=N\NC(=O)C1CC1)c1ccc(C)c(C)c1	0.3	2	·	23	7.4	-1.6	-8	2.5	2	-10
COc1ccc(-c2cc(C(F)(F)F)nc(NCc3ccco3)n2)cc1OC	-0.7	-6	-18	31	·	1.9	24	-0.4	2	·

The list continues.
SMILES	BoNT-A LC inh2	Anthrax LF prot	SSB-PriA inh	DUSP3 inh	TcdB inh	PfHsp40 yeast	Y pestis TopoI	Vc quorum ag	SARS 3CLpro inh	CCHF vOTU inh
Cn1cccc1Cc1nnc(SCC(=O)NC2CCCC2)n1-c1ccc(F)cc1	0.2	-6	-7	21	0.0	-0.6	11	-0.2	0	-2
COc1ccc(C2C3=C(CCCC3=O)Nc3nc(C(F)(F)F)nn32)c(OC)c1OC (stereo not drawn)	0.7	-7	-17	0	·	0.2	1	i	-4	3
CCNc1ccc(C(=O)OCC(=O)N2c3ccccc3NC(=O)C2(C)C)cc1[N+](=O)[O-]	0.0	0	9	5	1.6	15	13	-0.4	-2	8
CCCOc1ccc(N2C(=O)CC(N3CCN(CCN=CC4C(=O)CC(C)(C)CC4=O)CC3)C2=O)cc1 (stereo not drawn)	0.4	3	-6	-3	-4.0	1.2	1	-0.5	1	-1
O=C(NC1CCCCC1)N1CCCCCC1	0.7	-2	-4	8	-0.1	1.1	6	-0.4	3	-10

Not all compounds are listed. The share of hits here may be higher or lower than overall.
